USP1-UAF1 inh = blocks the human USP1/UAF1 deubiquitinase complex; AID 743255; recombinant USP1/UAF1, Ub-Rhodamine cleavage fluorescence; Potency, µM (doses to about 57.1 µM), for the others: at the top dose activity change, negative = inhibition, usual class: inhibitors; 390,000 compounds, 0.23% hits; O94782; note: potency is the fitted concentration of half-maximal effect; % is set by controls: 0 for no effect and ±100 for the full control effect; nearly all actives have a fitted effect of over 60% in size; inactives centre near -12
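In this screen, compounds sit with the deubiquitinase complex (1nM) for 15 min at room temperature before Ub-Rho is added at 150nM final. Fluorescence rise is then followed for 6 reads every 60 seconds.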
LDHA inh = inhibitors of human lactate dehydrogenase A. 480,000 compounds, 0.15% hits. P00338. purified LDHA, NADH/diaphorase-resazurin fluorescence; hits give low values. activity change, % (values are at about 110 or 230 µM); in the data active = activity change below about -30%; inconclusive = mostly about -25% to -30%;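 note: plate controls were DMSO wells for no effect and wells without enzyme for full effect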
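Resorufin fluorescence (ex540/em590), read at 0 and 20 min after diaphorase/resazurin addition, reports the NADH left after a 5 min room-temperature reaction of 2 nM human LDH5 with 0.06 mM NADH and 0.2 mM pyruvate.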
RXFP1 agonist = agonists of human relaxin receptor RXFP1; Q9HBX9; HEK293T-RXFP1 cAMP TR-FRET, 30 min; response scale: percent of porcine relaxin response, buffer zero; Potency, µM (top dose mostly 57.5 µM), without a hit: top-dose activation, most hits filed as activators; 370,000 compounds, 0.3% hits; note: potency is the fitted concentration of half-maximal effect; % is set by controls: 0 for no effect and ±100 for the full control effect; nearly all actives have a fitted effect of over 60% in size; many of its hits are not listed in these tables
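cAMP rise read by TR-FRET after 30 min, 37C compound exposure (up to 58 uM) in RXFP1-transfected HEK293 cells with Ro 20174 present. EC50 from Hill-equation fits, with 29 nM porcine relaxin as 100% and buffer as basal.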
IDH1 R132H inh = human IDH1 R132H inhibition; IDH1-R132H enzyme, NADPH consumption, diaphorase/resazurin fluorescence; Potency, µM (top dose mostly 76.6 µM), for inactives: at the highest dose activity change, negative = inhibition, most hits filed as inhibitors; 390,000 compounds, 0.093% hits; note: potency is the fitted concentration of half-maximal effect; % is set by controls: 0 for no effect and ±100 for the full control effect; nearly all actives have a fitted effect of over 65% in size
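IDH1-R132H (0.5 ug/mL dispensed) in pH 7.5 Tris buffer was preincubated 30 min with compound, then given a substrate mix of 0.016 mM NADPH and 2 mM alpha-KG for 80 min at room temperature; remaining NADPH was read by diaphorase/resazurin fluorescence.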
PI4K2A inh = blocks human PI4K2A kinase activity; Q9BTU6; purified PI4K2A, ADP-Glo luminescence, 1 h; hits give low values; activity change, negative = inhibition, % at 76.9 µM; 420,000 compounds, 0.13% hits; AID 1346378; in the data active = activity change below about -50%; inconclusive = mostly about -30% to -49%;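 note: -100% = wells without enzyme as full effect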
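PI4K2A activity was measured by ADP-Glo luminescence: enzyme (4 ug/mL stock) and phosphatidylinositol (1.2 mM stock) in Tris pH 7.5/MgCl2/EGTA/Triton X-100 buffer were reacted with ATP (300 microM stock) for one hour at ambient temperature.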
Vif-A3G inh = blocks the Vif interaction with human APOBEC3G | Q9HC16 | HeLa A3G-eYFP + Vif (tagged APOBEC3G with the HIV-1 protein that degrades it), YFP fluorescence, overnight | Potency, µM (series often up to 46.1 µM), without a hit: top-dose activity, negative = active, most hits filed as inhibitors | 410,000 compounds, 0.076% hits | AID 602310;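 note: potency is the fitted concentration of half-maximal effect; % is set by controls: 0 for no effect and ±100 for the full control effect; nearly all actives have a fitted effect of over 60% in size; hits raise eYFP signal because A3G escapes Vif-driven loss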
Target sequence (Q9HC16 whole entry, looked up): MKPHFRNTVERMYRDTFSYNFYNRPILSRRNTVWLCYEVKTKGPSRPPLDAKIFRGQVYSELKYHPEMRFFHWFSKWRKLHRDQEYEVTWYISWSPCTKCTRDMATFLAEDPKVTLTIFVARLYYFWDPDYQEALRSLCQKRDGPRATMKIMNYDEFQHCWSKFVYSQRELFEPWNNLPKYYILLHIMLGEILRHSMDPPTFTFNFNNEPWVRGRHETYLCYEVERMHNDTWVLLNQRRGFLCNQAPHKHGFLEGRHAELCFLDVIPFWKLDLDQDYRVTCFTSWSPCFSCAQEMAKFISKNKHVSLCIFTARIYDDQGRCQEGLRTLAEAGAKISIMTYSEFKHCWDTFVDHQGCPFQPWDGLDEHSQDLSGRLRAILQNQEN
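HeLa cells stably expressing Vif and C-terminally eYFP-tagged A3G, seeded overnight at 37 deg C, then exposed to compound by pintool overnight at 37 deg C. Rise in yellow fluorescence (Ex 488/Em 500-530, Acumen) marks blocked Vif-driven A3G degradation.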
Glioma ERSR ind = ER stress response induction in glioma. U87-MG GRP78 promoter luciferase reporter, 16 h. Potency, µM, for inactives: at the top dose activation, actives largely listed as activators. 420,000 compounds, 0.02% hits; note: potency is the fitted concentration of half-maximal effect; series mostly up to about 76 µM; % of control where 0% means no effect; nearly all actives have a fitted effect of over 35% in size
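Stably transfected U87-MG glioma cells carrying a GRP78-based luciferase sensor; 16 h compound incubation. Luminescence end-point read 10 min after Bright-Glo addition at room temperature.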
TrxR1 substrate = is turned over as a substrate by rat TrxR1 | O89049 | purified TrxR1 substrate turnover, NADPH consumption readout | 390,000 compounds, 0.01% hits | Potency, µM (series often up to 114 µM), inactives show top-dose activity change, negative = substrate turnover; note: potency is the fitted concentration of half-maximal effect; % is set by controls: 0 for no effect and ±100 for the full control effect; nearly all actives have a fitted effect of over 50% in size
Target sequence (O89049 whole entry, looked up): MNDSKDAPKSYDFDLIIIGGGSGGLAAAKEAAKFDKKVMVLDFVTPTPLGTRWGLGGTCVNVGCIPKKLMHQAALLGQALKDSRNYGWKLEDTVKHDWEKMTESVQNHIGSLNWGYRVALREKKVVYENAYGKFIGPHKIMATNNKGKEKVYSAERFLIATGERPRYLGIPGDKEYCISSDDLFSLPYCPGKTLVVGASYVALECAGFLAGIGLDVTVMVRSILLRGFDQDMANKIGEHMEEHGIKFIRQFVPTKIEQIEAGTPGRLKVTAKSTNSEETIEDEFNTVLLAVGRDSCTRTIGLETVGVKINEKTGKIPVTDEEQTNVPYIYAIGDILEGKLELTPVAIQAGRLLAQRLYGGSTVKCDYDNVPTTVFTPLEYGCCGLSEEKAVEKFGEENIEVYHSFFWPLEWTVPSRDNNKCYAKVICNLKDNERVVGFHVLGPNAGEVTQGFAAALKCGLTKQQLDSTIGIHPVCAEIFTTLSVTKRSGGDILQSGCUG
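Rat TrxR1, dispensed at 90 nM, was prereduced with 400 uM NADPH (final) for 5 min at ~22 deg C, then incubated with compound 15 min before 400 uM selenite. A first-read NADPH fluorescence drop versus no-compound background flagged substrates.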
Vif-A3F inh = Vif-A3F binding inhibition | Potency, µM (titrated, usually from 46.1 µM), for the others: at the top dose activity, negative = active | HeLa A3F-eYFP + Vif (tagged APOBEC3F with the HIV-1 protein that degrades it), YFP fluorescence increase | 390,000 compounds, 0.2% hits | AID 602313; note: potency is the fitted concentration of half-maximal effect; % of control where 0% means no effect; nearly all actives have a fitted effect of over 65% in size
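Fluorescence increase (Ex 488/Em 500-530) after overnight compound treatment at 37 deg C flags inhibition of Vif-driven A3F-eYFP loss in stable HeLa A3F-eYFP/Vif cells seeded overnight beforehand.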
Starred values were filed as active, the others as inactive; u = inconclusive; x = not tested or not shown; [ ] = remark or other dose. Unless noted, calls come from the whole dose curve; as a rule, active = well fitted curve in the direction sought with a large enough effect; inconclusive = small, poorly fitted or top-dose-only effect, or another doubt; inactive = no such curve, though single readings can be large; an effect the other way counts as inactive or inconclusive.

[1] CCOC(=O)c1nnc(-c2ccccc2)nc1N1CCSCC1
[2] OC(c1ccccc1)(c1ccccc1)c1nccc2ccccc12
[3] CCc1noc(C)c1C(=O)N1CCN(c2cccc(C)c2C)CC1
[4] O=C(O)COc1ccc(Cl)cc1C1CCCCC1
[5] Cc1ccc(C(=O)Nc2ccccc2C(=O)NC(C(=O)O)C(C)C)cc1 (configuration not stated)
[6] CC1CCc2c(C(=O)Nc3ccc(N4CCOCC4)cc3)csc2C1 (configuration not stated)
assay / compound	1	2	3	4	5	6
USP1-UAF1 inh	-3%	-2%	-26%	-15%	-11%	-14%
LDHA inh	-9	1	-7	-8	-5	-1
RXFP1 agonist	-0.5%	x	0.2%	x	2.7%	-2.0%
IDH1 R132H inh	6%	-3%	0%	-8%	23%	0%
PI4K2A inh	4	2	2	2	1	2
Vif-A3G inh	0%	-6%	1%	3%	3%	-2%
Glioma ERSR ind	-5%	-3%	-3%	0%	8%	0%
TrxR1 substrate	6%[57.1 µM]	7%[57.1 µM]	6%	9%[57.1 µM]	1%	1%[57.1 µM]
Vif-A3F inh	1%	0%	-7%	-2%	8%	-12%

Continued, starting with the last two of the part before.
[5] Cc1ccc(C(=O)Nc2ccccc2C(=O)NC(C(=O)O)C(C)C)cc1 (configuration not stated)
[6] CC1CCc2c(C(=O)Nc3ccc(N4CCOCC4)cc3)csc2C1 (configuration not stated)
[7] CCCOC(=O)CSc1nnc(-c2ccccc2Cl)o1
[8] CCC(C(=O)NCc1ccco1)N(C(=O)CNS(=O)(=O)c1ccccc1)c1ccc(OC)cc1 (configuration not stated)
[9] COCOCCn1cc(CN2CCS(=O)(=O)N(Cc3ccc(-c4ccc(Cl)c(Cl)c4)cc3)C(C(C)C)C2=O)nn1 (configuration not stated)
[10] CCOC(=O)c1nn(-c2ccc(OCC)cc2)c2nc(-c3cccc(OC)c3)c(C#N)c(=O)n12
[11] OCC1(Cc2ccccc2)CCN(Cc2cccc(F)c2F)CC1
[12] NC(=O)c1nsc(C(=O)N(CCc2ccccc2)C(C(=O)NC2CCCC2)c2ccco2)c1N (configuration not stated)
assay / compound	5	6	7	8	9	10	11	12
USP1-UAF1 inh	-11%	-14%	1%	6%	u	-6%	-9%	u
LDHA inh	-5	-1	0	-8	-17	-15	-3	-2
RXFP1 agonist	2.7%	-2.0%	1.2%	-0.4%	x	10%	1.9%	2.1%
IDH1 R132H inh	23%	0%	15%	8%	-6%	-2%	-17%	-6%
PI4K2A inh	1	2	3	-9	2	1	1	-3
Vif-A3G inh	3%	-2%	-5%	0%	-13%	-1%	0%	-1%
Glioma ERSR ind	8%	0%	-3%	-5%	-2%	-3%	1%	-2%
TrxR1 substrate	1%	1%[57.1 µM]	-4%	-7%	x	248%[activator]	5%	8%
Vif-A3F inh	8%	-12%	x	-1%	0%	-4%	1%	-3%

[13] CCOC(=O)N1CCN(C(=O)CN(c2ccc(C)c(C)c2)S(=O)(=O)c2ccccc2)CC1
[14] CCOC(=O)N1CCN(C(=O)COc2cccc3c2CCN(CC)C3=O)CC1
[15] COc1cccc(N2CC(=O)N(NC(=O)CSc3nc(C)cc(C)c3C#N)CC2=O)c1
[16] O=C(O)CSCC(=O)NCc1ccc(Cl)cc1Cl
[17] CCN(CC)S(=O)(=O)c1csc(C(=O)NCc2ccccc2)c1
[18] Cc1ccccc1N1CC(C(=O)Nc2nnc(SCCN3CCOCC3)s2)CC1=O (configuration not stated)
assay / compound	13	14	15	16	17	18
USP1-UAF1 inh	-10%	0%	-12%	-7%	-4%	-30%
LDHA inh	-2	-4	1	0	-9	-13
RXFP1 agonist	0.1%	1.1%	6.1%	5.6%	-0.7%	0.0%
IDH1 R132H inh	0%	-1%	9%	2%	5%	-14%
PI4K2A inh	3	-1	5	-1	-2	2
Vif-A3G inh	-7%	4%	-1%	1%	3%	1%
Glioma ERSR ind	-3%	-3%	-3%	-1%	-1%	0%
TrxR1 substrate	-2%	2%[57.1 µM]	3%	3%	7%	-1%
Vif-A3F inh	-5%	-26%	-7%	-4%	-7%	-4%

[19] O=c1[nH]c(/C=C2\C=Nc3ccccc32)c(O)n1Cc1ccccc1F
[20] O=C(N/N=C/c1cccc(Br)c1)C1CC(=O)N(c2ccccc2)C1 (configuration not stated)
[21] NC(Cc1ccc(Cl)cc1)c1csc(NC(=O)NCCc2ccccc2)n1 (configuration not stated)
[22] Cc1cc(C)cc(NC(=O)CCS(=O)(=O)c2cc3c4c(c2)CCN4C(=O)CC3)c1
[23] Cc1cc(C)c2c(=O)cc(C(=O)Nc3sc4c(c3C(=O)NCc3ccccc3)CCCC4)oc2c1
[24] CCN(Cc1nc2cc(OC)c(OC)cc2c(=O)[nH]1)C(=O)c1ccc(S(=O)(=O)N(C)C)cc1
assay / compound	19	20	21	22	23	24
USP1-UAF1 inh	-6%	-19%	x	u	u	-4%
LDHA inh	-2	-4	-11	0	-9	-2
RXFP1 agonist	2.5%	4.7%	x	-0.7%	1.3%	-0.9%
IDH1 R132H inh	2%	20%	x	0%	-11%	2%
PI4K2A inh	2	-1	-3	4	-3	3
Vif-A3G inh	-7%	10%	-4%	6%	-1%	-18%
Glioma ERSR ind	1%	-5%	-10%	-1%	0%	-4%
TrxR1 substrate	1%[57.1 µM]	5%	x	4%[57.1 µM]	10%	4%
Vif-A3F inh	-11%	-10%	x	6%	-4%	-6%

[25] CCCN1C(=O)c2ccc(C(=O)Nc3cc(C)on3)cc2C1=O
[26] CC1=CC(C)(C)N2C(=O)C3(C(C#N)=C(N)Oc4cc(C)oc(=O)c43)c3cc(C)cc1c32 (configuration not stated)
[27] COc1ccccc1CNC(=O)[C@H](C)NC(=O)C1CCN(C(=O)[C@@H](N)C(C)C)CC1
[28] CCOc1ccc2ncc3c(-c4cccc(OC)c4)nn(-c4ccccc4)c3c2c1
[29] c1ccc(-c2csc(Nc3cccnc3)n2)nc1
[30] NS(=O)(=O)c1ccc(NC(=O)/C=C/c2cccc(Cl)c2)cc1
assay / compound	25	26	27	28	29	30
USP1-UAF1 inh	0%	-20%	-25%	-10%	-6%	-8%
LDHA inh	-19	0	0	1	2	-3
RXFP1 agonist	0.3%	x	-0.3%	6.9%	-0.9%	0.1%
IDH1 R132H inh	14%	-7%	6%	-10%	14%	4%
PI4K2A inh	-6	1	2	6	-1	3
Vif-A3G inh	1%	u	2%	3%	1%	-8%
Glioma ERSR ind	-2%	4%	-2%	-1%	5%	2%
TrxR1 substrate	0%	-18%	-4%	-3%	8%[57.1 µM]	-3%
Vif-A3F inh	-1%	-5%	-5%	-2%	-12%	1%

[31] COc1cccc(C(=O)OCC(=O)NC(C)CCc2ccccc2)c1O (configuration not stated)
[32] CC1(C)OC(=O)C(=NNc2ccc(O)cc2)C(=O)O1
[33] Cc1ccc(C)c(-c2csc(NC(=O)c3cnccn3)n2)c1
[34] Cc1cc(CSc2ccccc2)ccc1NC(=O)c1ccc(Cl)c([N+](=O)[O-])c1
[35] CCC(=O)Nc1cc(C(=O)NCc2ccc(C)cc2)ccc1S(=O)(=O)c1ccc(C)cc1
[36] O=C(O)c1cccc(NC(=O)c2ccc3c(c2)C(=O)N(c2cccc([N+](=O)[O-])c2)C3=O)c1
assay / compound	31	32	33	34	35	36
USP1-UAF1 inh	-20%	-16%	-8%	-5%	-37%	-13%
LDHA inh	3	0	-6	-5	-7	1
RXFP1 agonist	-4.2%	0.3%	2.1%	0.9%	1.3%	2.3%
IDH1 R132H inh	24%	10%	-1%	2%	6%	0%
PI4K2A inh	2	11	0	-2	2	-1
Vif-A3G inh	0%	6%	-2%	1%	-2%	-5%
Glioma ERSR ind	-3%	1%	-2%	-1%	-4%	-3%
TrxR1 substrate	1%	-14%	7%[57.1 µM]	-2%	-1%[57.1 µM]	-6%
Vif-A3F inh	5%	2%	0%	x	0%	-3%

[37] O=C(NCCSCc1ccccc1)c1ccccc1
[38] CN(C)c1nc(OCCNC(=O)COc2ccccc2Cl)nc(N(C)C)n1
[39] CCOC(=O)C(CC)Sc1nc2c(c(=O)[nH]c(=O)n2C)n1C/C=C(/C)Cl (configuration not stated)
[40] Cc1ccccc1CNC(=O)c1ccccc1C(=O)O
[41] CSc1ccc(-c2c(C#N)c(N)nc3c2c(C)nn3-c2ccccc2)cc1
[42] COc1cc(CNC(=O)c2cc(-c3ccc(OC)cc3C)n[nH]2)cc(OC)c1
[43] O=C(CN1CCN(c2ccc(F)cc2)CC1)Nc1ccc2c(c1)OCCO2
[44] O=C(O)C(c1ccccc1)C(O)C1CCCC1 (configuration not stated)
[45] S=C(NCc1ccccc1)NCc1ccco1
assay / compound	37	38	39	40	41	42	43	44	45
USP1-UAF1 inh	-9%	2%	-16%	-8%	-19%	x	-15%	-4%	-5%
LDHA inh	-3	-2	-2	0	1	-4	-8	-7	0
RXFP1 agonist	-1.2%	-0.2%	1.1%	0.6%	u	x	1.0%	x	0.1%
IDH1 R132H inh	2%	6%	1%	4%	2%	x	-5%	3%	5%
PI4K2A inh	0	2	-5	0	0	-5	-2	0	-3
Vif-A3G inh	0%	0%	0%	5%	-3%	-2%	1%	0%	3%
Glioma ERSR ind	-2%	-3%	3%	-4%	-7%	4%	-7%	-1%	0%
TrxR1 substrate	9%	-8%	-6%[57.1 µM]	-23%[11.4 µM]	46%[activator][57.1 µM]	x	3%[57.1 µM]	7%[11.4 µM]	-1%
Vif-A3F inh	3%	1%	-10%	-1%	1%	x	0%	14%	0%

The list is partial; rates above refer to the full screens.
